L3MBTL1 block = blocks human L3MBTL1 | AlphaScreen L3MBTL1–H3K9me1 peptide binding | Potency, µM (series often up to 57.1 µM), inactives show top-dose activity, negative = inhibition, hits mostly inhibitors | actives 0.66% (n = 230,000); active means well fitted inhibition curve with a large enough effect; further: nearly all actives have a fitted effect of over 60% in size
Target sequence (Q9Y468 whole entry, looked up): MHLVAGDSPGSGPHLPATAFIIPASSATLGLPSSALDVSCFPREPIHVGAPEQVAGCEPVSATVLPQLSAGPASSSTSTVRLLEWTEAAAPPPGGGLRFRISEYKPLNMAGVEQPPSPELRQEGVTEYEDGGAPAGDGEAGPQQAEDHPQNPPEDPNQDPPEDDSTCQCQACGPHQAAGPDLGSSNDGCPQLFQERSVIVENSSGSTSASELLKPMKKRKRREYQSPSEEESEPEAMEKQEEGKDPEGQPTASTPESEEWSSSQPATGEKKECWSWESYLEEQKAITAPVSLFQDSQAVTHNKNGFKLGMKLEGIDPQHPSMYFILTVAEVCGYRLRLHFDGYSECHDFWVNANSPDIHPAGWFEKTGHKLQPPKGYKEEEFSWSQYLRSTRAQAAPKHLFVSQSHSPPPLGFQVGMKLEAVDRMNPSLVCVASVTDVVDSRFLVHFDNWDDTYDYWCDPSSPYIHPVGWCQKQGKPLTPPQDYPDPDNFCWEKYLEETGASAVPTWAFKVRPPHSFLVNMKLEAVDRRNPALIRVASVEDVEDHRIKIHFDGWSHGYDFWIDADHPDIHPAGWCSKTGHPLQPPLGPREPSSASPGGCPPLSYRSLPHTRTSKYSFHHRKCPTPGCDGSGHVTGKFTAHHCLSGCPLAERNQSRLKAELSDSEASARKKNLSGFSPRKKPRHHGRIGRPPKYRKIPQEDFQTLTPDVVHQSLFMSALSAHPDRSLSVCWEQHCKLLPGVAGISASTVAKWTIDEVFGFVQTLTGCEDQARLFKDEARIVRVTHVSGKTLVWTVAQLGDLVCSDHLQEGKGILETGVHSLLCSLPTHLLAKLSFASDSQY
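L3MBTL1 (50 nM) pre-complexed 30 min with biotinylated H3(1-15)K9me1 peptide (75 nM), then compounds added for 30 min at room temperature; AlphaScreen streptavidin donor/nickel chelate acceptor beads (10 ug/mL final) read after 30 min dark incubation.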
* = called active by the depositor; [ ] = remark or other dose. On the % scale 0 is the no-effect control and ±100 the full control effect; potency means the concentration at half of the fitted maximal effect. An excerpt; count on the stated rates, not on these rows.

SMILES	L3MBTL1 block
CCC(C)c1ccccc1N1CC(C(=O)N2CCN(S(=O)(=O)c3ccc(F)cc3)CC2)CC1=O (configuration not stated)	-1%
CCCCN([C@H](CO)C(C)C)S(=O)(=O)c1ccccc1Br	8%
CCN(Cc1ccc2c(c1)OCCO2)C(=O)CN1C(=O)NC2(CCc3ccccc32)C1=O (configuration not stated)	-10%
O=C(CN1C(=O)NC2(CCCCCCC2)C1=O)Nc1ccc(OC(F)F)cc1	-3%
O=C(NCCC(=O)N1CCCCCCC1)c1ccc(Cl)cc1	-10%
CN(CC(=O)Nc1cccc(F)c1)C(=O)CCc1nc2cc(S(=O)(=O)N3CCOCC3)ccc2n1C	-5%
CC(C)=CCC/C(C)=C/CNC(=O)C[C@H]1C[C@H](C(=O)N(C(C)C)C(C)C)[C@@]2(C)c3[nH]c4ccc(Cl)cc4c3CCN2C1=O	6%
CN(C(=O)CSc1nnc(Nc2ccccc2F)s1)C1CCS(=O)(=O)C1 (configuration not stated)	4%
O=[N+]([O-])c1cc(Cl)ccc1Nc1ccccc1	28µM*
Cc1[nH]c2ccccc2c1C(=O)C(C)Sc1nnc(C2CC2)o1 (configuration not stated)	-5%
Cc1ccc(C(=O)NCCCc2ccccc2)c(Cl)c1	6%[2.29 µM]
O=C(CCC(=O)N1CCOc2ccccc21)Nc1ccc(F)cc1F	10%
Cc1ccc(C(=O)N2CC(C)CC(C)C2)cc1NC1=NC2CS(=O)(=O)CC2S1 (configuration not stated)	-4%
Nc1nc(-c2cc(O)ccc2[N+](=O)[O-])cc(-c2ccccc2)c1[N+](=O)[O-]	-12%
Cc1ccc(-c2csc(N3CCC[C@@H]3C(=O)NCCn3c(-c4ccncc4)nc4ccccc43)n2)cc1	-6%
Cc1ccc(NC(=O)CN(C)C(C)C(=O)Nc2ccc(S(=O)(=O)N3CCCC3)cc2)cc1 (configuration not stated)	-1%
O=C(NCc1ccccn1)c1cccc(NS(=O)(=O)c2ccccc2)c1	8%
CCSc1nnc(NC(=O)C2CSC3(C)CCC(=O)N23)s1 (configuration not stated)	2%
Cc1cc(OCC(=O)N(C)c2c(N)n(Cc3ccccc3)c(=O)[nH]c2=O)c(C(C)C)cc1Cl	2%
COc1ccc(N2CCN(CC(=O)NC(C)c3ccccc3)CC2)cc1 (configuration not stated)	-6%
CC1=C(C(=O)OC2CCCCC2)C(c2ccccc2)NC(=O)N1 (configuration not stated)	1%
O=C(OCC(=O)c1ccc[nH]1)c1cncc(Br)c1	-12%
O=C1NC[C@@H](c2ccccc2)OC(=O)[C@@H](Cc2ccc(F)cc2)CC/C=C/C[C@H]1CC(=O)N(CCO)Cc1ccccc1	-4%
O=C(COC(=O)c1ccc(O)cc1O)NC(=O)NCc1ccccc1	-8%
CC(=O)Oc1ccc(C(=O)Nc2cccc3c2CCCC3)cc1	7%
New compounds follow
SMILES	L3MBTL1 block
O=C(CSc1nc(=O)n(CCN2CCOCC2)c2c1CCCC2)Nc1ccc([N+](=O)[O-])cc1	6%
C[C@@H]1CCC(=O)N(CC[C@H](Sc2ccccc2)c2ccccc2)CC1	7%
CC(=O)Nc1ccc(S(=O)(=O)N2CCN(S(=O)(=O)c3cccs3)CC2)cc1	6%
COc1ccccc1-n1ccn(CC(=O)Nc2ccc(C)cc2Cl)c(=O)c1=O	6%
FC(F)(F)c1nc(NCc2cccnc2)c2ccccc2n1	2%
O=C(COC(=O)Cn1cc(C(F)(F)F)ccc1=O)Nc1ccc(Br)cc1F	-3%
CCN(CC)CCCNC(=O)c1cc2nc(-c3ccccc3)cc(C(F)(F)F)n2n1	3%
CCN(CC(=O)N1CCCC1)S(=O)(=O)c1ccc(F)cc1	6%
CCn1c(/C=C/c2cc(Br)ccc2O)nc2ccccc2c1=O	6%
Cc1ccc(CNc2ccc(N3CCOCC3)c(Cl)c2)cc1	-28%
CCN1C(=O)c2cccc3c(Cl)ccc1c23	52%[activator]
Cc1ccc(S(=O)(=O)N2CCOCC2)cc1C(=O)Nc1cc(Cl)ccc1N1CCOCC1	-1%
CC(=O)Nc1nnc(/C=C/c2cccc([N+](=O)[O-])c2)s1	-2%
O=C1CN(C(=O)COc2ccc(Cl)c(Cl)c2)c2ccccc2N1	2%
CCCCN(C)C(=O)c1nc2ccccn2c1CN1CCC[C@H]1CO	0%
COc1ccc(C(=O)C2CCCN(Cc3c(O)cccc3OC)C2)cc1OC (configuration not stated)	-7%
COc1ccc(S(=O)(=O)N2CCN(Cc3cccs3)CC2)cc1OC	-4%
Cc1c(C(=O)N/N=C/c2ccncc2)nnn1-c1nonc1N	6%
O=C(NCC(c1cccs1)N1CCOCC1)c1ccc(OCc2ccccc2)cc1 (configuration not stated)	-1%
O=C(Oc1cccc(OC(=O)c2ccco2)c1)c1ccco1	-3%
CC(C)(C)n1ncc2c(=O)n(Cc3ccccc3Br)cnc21	8%
O=C(CSc1nncs1)NCCNC(=O)CSc1nncs1	-4%
CC[C@H](C)[C@H](NC(=O)OCc1ccccc1)C(=O)OCC(=O)Nc1ccc(N2CCOCC2)cc1	-12%
O=C1Nc2c(Br)cccc2C1=O	-5%
O=C(NCCC1=CCCCC1)c1cc(S(=O)(=O)N2CCOCC2)ccc1Cl	-2%

A draw from above in order of length of the SMILES, largest number first.
SMILES	L3MBTL1 block
CC[C@H](C)[C@H](NC(=O)OCc1ccccc1)C(=O)OCC(=O)Nc1ccc(N2CCOCC2)cc1	-12%
O=C(CSc1nc(=O)n(CCN2CCOCC2)c2c1CCCC2)Nc1ccc([N+](=O)[O-])cc1	6%
Cc1ccc(S(=O)(=O)N2CCOCC2)cc1C(=O)Nc1cc(Cl)ccc1N1CCOCC1	-1%
CC(=O)Nc1ccc(S(=O)(=O)N2CCN(S(=O)(=O)c3cccs3)CC2)cc1	6%
CCN(CC)CCCNC(=O)c1cc2nc(-c3ccccc3)cc(C(F)(F)F)n2n1	3%
C[C@@H]1CCC(=O)N(CC[C@H](Sc2ccccc2)c2ccccc2)CC1	7%
CC(=O)Nc1nnc(/C=C/c2cccc([N+](=O)[O-])c2)s1	-2%
COc1ccc(S(=O)(=O)N2CCN(Cc3cccs3)CC2)cc1OC	-4%
CCCCN(C)C(=O)c1nc2ccccn2c1CN1CCC[C@H]1CO	0%
Cc1c(C(=O)N/N=C/c2ccncc2)nnn1-c1nonc1N	6%
O=C(Oc1cccc(OC(=O)c2ccco2)c1)c1ccco1	-3%
Cc1ccc(CNc2ccc(N3CCOCC3)c(Cl)c2)cc1	-28%
CCN1C(=O)c2cccc3c(Cl)ccc1c23	52%[activator]
O=C1Nc2c(Br)cccc2C1=O	-5%

Two entries picked at random from those above:
SMILES	L3MBTL1 block
O=C1CN(C(=O)COc2ccc(Cl)c(Cl)c2)c2ccccc2N1	2%
FC(F)(F)c1nc(NCc2cccnc2)c2ccccc2n1	2%

New compounds follow:
SMILES	L3MBTL1 block
Cc1ccc(-n2nnnc2SCC(=O)NCC2(N3CCCCC3)CCCCC2)c(C)c1	3%
COc1ccc(CCN(C)C(=O)COC(=O)/C=C/c2ccc(C)o2)cc1OC	-15%
CCCCCC1CCC(C(=O)N2CCOCC2)CC1 (configuration not stated)	5%
N#Cc1cc(Cl)c(NCC2CCCO2)cc1C#N (configuration not stated)	24%
CCOC(=O)C(CCC(C)=O)C(=O)c1ccccc1 (configuration not stated)	-5%
CCN(CC(=O)Nc1c(F)cccc1F)C(=O)C1CC(=O)N(CCc2ccccc2)C1 (configuration not stated)	4%
CC(=O)Nc1ccc(NC(=O)C(C)OC(=O)COc2ccc(Nc3ccccc3)cc2)cc1 (configuration not stated)	-25%
CC(C)(C)OC(=O)[C@H](Cc1ccccc1)NC(=O)c1nc[nH]c1C(=O)N[C@@H](CCCCN)C(=O)OC(C)(C)C	-4%
O=C(COC(=O)CSc1ccc(Cl)cc1)NCCc1ccccc1	10%
CCCCCCSc1ccc(-c2nc3ccc(C)cn3c2NCc2ccccc2)cc1	-1%
Cc1ccccc1NCC(=O)Nc1cc(S(=O)(=O)N2CCCCC2)ccc1C	-3%
C[C@H](CO)N1C[C@H](C)[C@@H](CN(C)C(=O)Nc2ccc(F)cc2)Oc2ccc(NS(C)(=O)=O)cc2C1=O	11%
O=C(c1cc(C2CC2)nn1-c1ccccc1)N1CCN(c2ccc(O)cc2)CC1	-17%
Cc1noc(C)c1NC(=O)Nc1cccc2c1O[C@H](CN(C)S(C)(=O)=O)[C@@H](C)CN([C@H](C)CO)C2=O	2%
O=C1N[C@H]2CC=C[C@H]2Nc2ccccc21	4%
CCN(CC(=O)NCc1cccs1)C(=O)c1cccc(S(=O)(=O)N2CC(C)OC(C)C2)c1 (configuration not stated)	-4%
COc1ccc(C(=O)Nc2ccc(N3CCN(C)CC3)cc2)cc1	-10%
COc1cc(OC)cc(C(=O)NC(C(=O)Nc2ccc(N3CCOCC3)cc2)C(C)C)c1 (configuration not stated)	-8%
COc1cccc(CC(=O)OCC(=O)NCC(=O)Nc2cccc(C)c2C)c1	-3%
COc1ccccc1CCNC(=O)C(=O)NCC1OCCN1S(=O)(=O)c1ccc(C)cc1 (configuration not stated)	-6%
O=C(COC(=O)c1ccc(Br)o1)NCC(=O)Nc1ccc(F)cc1	3%
O=C(CCc1nc2ccccc2c(=O)[nH]1)N1CCCc2ccccc21	-26%
C=CCn1c(NCc2ccc(OC)cc2)nc2ccccc21	-1%
C=CCSc1ccc(S(=O)(=O)N2CCN(C)CC2)cn1	5%
COc1ccc(S(=O)(=O)N2CCOC23CCN(S(=O)(=O)c2ccc(C)cc2)CC3)cc1	-8%
(continued)
SMILES	L3MBTL1 block
CCCCN(C(=O)C1=NN(c2cc(C)ccc2C)C(=O)CC1)c1c(N)n(CCC)c(=O)[nH]c1=O	4%
CCc1cccc(C)c1NC(=O)c1cc(=O)[nH]c2ccc(S(=O)(=O)N3CCOCC3)cc12	4%
CCOc1ncccc1C(=O)Nc1ccccc1N1CCOCC1	11%
O=S(=O)(Nc1cccc(-n2cnnn2)c1)c1ccc(F)cc1	7%
O=C(COC(=O)CCc1ccc(S(=O)(=O)N2CCOCC2)cc1)Nc1ccccc1[N+](=O)[O-]	-10%
CCOc1ccc(S(=O)(=O)NCCC(=O)NC2CCN(Cc3ccccc3)CC2)cc1	-1%
CCN(C(=O)COC(=O)C1CCN(S(=O)(=O)c2ccc3c(c2)OCCO3)CC1)C1CCS(=O)(=O)C1 (configuration not stated)	3%
O=[N+]([O-])c1ccc(OCCCn2cncn2)cc1	-6%
COc1ccccc1NCC(=O)NC(=O)NC1CCCCC1	-12%
Cc1ccc(Cl)cc1NC(=O)C1CC1c1ccccc1 (configuration not stated)	1%
COc1ccc(NS(=O)(=O)c2cccc(C(=O)NCC(c3ccccc3)N(C)C)c2)cc1 (configuration not stated)	-2%
Cc1nnc(SCCC(=O)Nc2ccccc2Cl)o1	2%
CCNS(=O)(=O)c1ccc(Br)c(C(=O)OC(C)C(=O)NCC2CCCCC2)c1 (configuration not stated)	1%
CCOC(=O)c1c(NC(=O)COc2ccccc2F)sc2c1CC(C)(C)NC2(C)C	-6%
CCCCn1c(N)c(N(Cc2ccccc2OC)C(=O)c2sccc2C)c(=O)[nH]c1=O	-1%
CS(=O)(=O)c1ccc(Cl)c(NC(=O)C2CCCN(C(=O)c3ccc(Cl)cc3)C2)c1 (configuration not stated)	-1%
COc1ccc(-c2csc(NC(=O)CSc3nnnn3C)n2)cc1OC	-1%
CC(C)NC(=O)N(C)C[C@H]1Oc2ccc(NC(=O)C3CC3)cc2C(=O)N([C@H](C)CO)C[C@@H]1C	-6%
COc1ccc(C(=O)COC(=O)C2CC3CCCC(C2)C3=O)cc1Br (configuration not stated)	-4%
CCOC(=O)[C@@H]1[C@H]2COc3ccccc3[C@H]2N2C(=O)N(c3cccc(F)c3)C(=O)[C@]12C	4%
CCOc1ccc(C(=O)CCC(=O)NC2=NCCS2)cc1	-6%
CCOC(=O)C1=C(C)N=c2s/c(=C\c3ccc(O)c([N+](=O)[O-])c3)c(=O)n2C1c1ccccc1OC (configuration not stated)	-9%
COC(=O)c1ccc(-n2c(C)cc(C(=O)COC(=O)C3=COCCO3)c2C)cc1	-2%
O=C(NCc1ccccc1)N1CCC(Cc2ccccc2)CC1	46%[activator]
CCSc1nsc(NC(=O)Nc2ccc(F)cc2F)n1	5%
(more compounds)
SMILES	L3MBTL1 block
O=C(CNc1cccc(S(=O)(=O)N2CCCC2)c1)Nc1cccc(F)c1	-4%
Cc1ccc(CNC(=O)C(N=C2NS(=O)(=O)c3ccccc32)C(C)C)cc1 (configuration not stated)	-1%
O=C(NCC1CCCO1)c1ccc(S(=O)(=O)Nc2ccccc2F)cc1 (configuration not stated)	3%
COc1ccc(C)cc1Nc1n[n+](-c2ccccc2)c(-c2cc(OC)c(OC)cc2Br)s1	-7%
CC(=O)N1CCN(c2ccc(NC(=O)c3cc4ccccc4o3)cc2)CC1	-3%
CSCCC(NC(=O)c1ccco1)C(=O)N1CCCCCCC1 (configuration not stated)	-2%
COc1ccc(OCC(=O)OCC(=O)Nc2ccc3[nH]c(=O)[nH]c3c2)cc1	6%
CCCCC(CC)C(=O)Nc1ccc(S(=O)(=O)N2CCCC2)cc1 (configuration not stated)	2%
CCOc1ccc(CCNC(=O)c2cccc(-n3cnnn3)c2)cc1OCC	2%
NS(=O)(=O)c1ccc(CCNC(=O)COC(=O)/C=C/c2cc(Br)ccc2F)cc1	4%
Cn1c2ccc(F)cc2c2nc3ccccc3nc21	27%
O=C(Nc1cc(S(=O)(=O)N2CCCCC2)ccc1N1CCOCC1)c1ccc(C(F)(F)F)cc1	3%
COc1ccc2oc(=O)cc(CN3CCOCC3)c2c1	-6%[2.29 µM]
COC(=O)C1(C)NC(c2ccccc2OC)C2C(=O)N(c3ccccc3)C(=O)C21 (configuration not stated)	-1%
CCOc1ccc(CN(C)C(=O)c2cccc(S(=O)(=O)N3CCCC3)c2)cc1OC	5%

Assay outcomes (PubChem BioAssay)
